Prostate diff: activators of LNCaP prostate cell differentiation, primary screen, flow cytometry side scatter. 4 d. side scatter shift, % at 10 µM. actives 0.56% (n = 24,000);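 active = side scatter shift above 30%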;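 note: androgen-responsive LNCaP prostate cancer cells in charcoal-stripped serum medium; percent of cells past a gate set so DMSO wells show 10% shift; higher shift means more granular cells and more differentiation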
VLA-4 agonist: enhancers of LDV-FITC binding to VLA-4 integrin, primary screen, Jurkat cells, flow cytometry. Integrin alpha-4 (Homo sapiens), P13612. activation, % at 10 µM (by protocol). 24,000 tested, under 10 active;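 active = fluorescent ligand binding to cells raised by more than 40% of the manganese-induced maximum; inconclusive = compound's own fluorescence above 85% of the ligand control signal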;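 note: 0% = ligand binding without compound and 100% = manganese-stimulated maximal binding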
Target sequence (P13612 whole entry, looked up): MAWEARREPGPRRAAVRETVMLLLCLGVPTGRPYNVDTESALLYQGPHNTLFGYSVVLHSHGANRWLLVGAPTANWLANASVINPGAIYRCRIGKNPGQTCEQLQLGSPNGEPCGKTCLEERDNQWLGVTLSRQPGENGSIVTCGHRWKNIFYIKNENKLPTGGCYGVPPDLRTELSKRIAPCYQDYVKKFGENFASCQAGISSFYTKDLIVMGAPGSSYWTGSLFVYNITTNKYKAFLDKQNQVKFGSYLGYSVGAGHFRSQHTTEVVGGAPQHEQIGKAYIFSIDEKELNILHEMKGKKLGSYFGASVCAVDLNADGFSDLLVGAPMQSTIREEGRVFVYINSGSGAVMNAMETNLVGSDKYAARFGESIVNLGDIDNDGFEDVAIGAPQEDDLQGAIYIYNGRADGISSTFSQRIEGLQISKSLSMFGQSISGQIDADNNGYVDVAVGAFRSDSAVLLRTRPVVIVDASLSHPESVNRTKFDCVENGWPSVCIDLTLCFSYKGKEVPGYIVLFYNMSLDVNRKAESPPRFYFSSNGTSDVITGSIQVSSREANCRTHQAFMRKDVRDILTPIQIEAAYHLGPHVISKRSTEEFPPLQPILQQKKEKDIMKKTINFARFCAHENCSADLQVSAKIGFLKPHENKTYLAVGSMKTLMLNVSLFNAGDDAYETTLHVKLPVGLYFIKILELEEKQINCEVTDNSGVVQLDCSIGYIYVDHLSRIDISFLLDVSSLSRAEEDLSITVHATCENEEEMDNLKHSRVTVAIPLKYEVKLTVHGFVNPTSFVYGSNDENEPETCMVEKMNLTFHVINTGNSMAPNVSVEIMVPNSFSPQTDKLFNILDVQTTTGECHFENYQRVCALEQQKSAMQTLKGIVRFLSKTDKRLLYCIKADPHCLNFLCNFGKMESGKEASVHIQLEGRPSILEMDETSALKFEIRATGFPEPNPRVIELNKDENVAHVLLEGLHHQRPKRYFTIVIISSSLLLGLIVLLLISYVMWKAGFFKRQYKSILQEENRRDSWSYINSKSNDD
Jurkat autofluor: compound autofluorescence on Jurkat cells, primary screen, artefact control for VLA-4 allosteric ligand project, cell-based, flow cytometry; active compounds read high; 1 = vehicle-only cell background; fluorescence ratio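 (tested at 10 µM compound in the well)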; actives 0.61% (n = 24,000);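 active = fluorescence ratio above 2.44, which is 1 plus 3 SD of all ratios; inconclusive = signal too bright to measure linearly, ratio around 10 or more; inactive = fluorescence ratio below 2.44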;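 note: green fluorescence of cells measured with 488 nm excitation and 530 nm emission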
VLA-4 antagonist: inhibitors of LDV-FITC binding to Mn2+-activated VLA-4, primary screen, Jurkat cells. actives 0.2% (n = 24,000). inhibition, % at 10 µM (by protocol). LDV-FITC binding with Mn2+, flow cytometry; 100% = Mn2+-driven binding gain fully reversed. Integrin alpha-4 (Homo sapiens), P13612. AID 529, 2006;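 active = inhibition above 50%; inconclusive = compound itself fluorescent, judged against control cell fluorescence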;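 note: 0% = Mn2+ stimulated cells lacking compound and 100% = ligand binding without Mn2+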
The depositor's hits bear a star; ? = inconclusive. Some of the compounds tested (hit frequency here may not be typical).

SMILES	Prostate diff	VLA-4 agonist	Jurkat autofluor	VLA-4 antagonist
CSc1ccc(C2C(C#N)=C(N)N(c3ccccc3)C3=C2C(=O)CCC3)cc1 (configuration not stated)	5	4	0.98	1
COC(=O)c1ccc(CSc2ncnc3ccccc23)o1	2	?	1	?
COC(=O)c1sc2ccccc2c1N	4	?	1.3	?
CCCc1cc(=O)[nH]c(SCC(=O)N2CCN(S(=O)(=O)c3ccc(C)cc3)C2)n1	5	4	1.1	-5
Cc1cccc(NC(=O)CC(C)(C)C)c1	3	-1	1	-16
CCOC(=O)c1ccc2nc(NC(NC(C)=O)(C(=O)OC)C(F)(F)F)sc2c1 (configuration not stated)	17	?	1.1	?
COc1ccccc1N1CCN(c2nc3ccccc3n3nnnc23)CC1	4	?	?	?
Cn1c(Cn2c(=O)sc3ccccc32)nnc1SCC(=O)Nc1ccccc1	11	?	0.98	?
CC(=O)N1c2c(cc(Br)cc2S(=O)(=O)NCc2cccnc2)CC1C (configuration not stated)	5	5	1	-5
CCn1c(=O)cc(OCC(=O)Nc2cccnc2)c2ccccc21	7	0	1.1	28
Cc1noc(C)c1S(=O)(=O)Nc1c(C)n(C)n(-c2ccccc2)c1=O	5	3	1	-1
COc1ccc(C(=O)N(CN2CCCC2=O)c2nccs2)cc1OC	9	0	1	-23
O=C(c1cc(-c2cccc(O)c2)on1)N1CCOCC1	0	-1	1.1	19
Cc1ccc(C(CC(=O)O)Nc2nc(N3CCCCC3)nc(N3CCCCC3)n2)cc1 (configuration not stated)	3	1	1.2	-7
CCNc1nc(Oc2ccc(=O)n(-c3ccccc3)n2)nc(N2CCOCC2)n1	19	-4	1.1	-25
Cc1ccc(Cn2ccc(NC(=O)c3cc(-c4ccc(F)cc4)on3)n2)cc1	3	6	1	-5
Cn1c(C(=O)N2CCCC(C(=O)NCCc3ccccc3)C2)cc2sccc21 (configuration not stated)	3	-4	1.1	-32
COCCNC(=O)CCn1c(=O)oc2ccccc21	5	-4	1.1	-28
Cn1c(SCC(=O)Nc2cccc(F)c2)nnc1-c1cccnc1	11	5	1	1
Cc1ccc(-c2nn3c(=O)c(C)nnc3s2)cc1	2	-2	0.99	-4
Cc1ccc(S(=O)(=O)NCCCNC(=O)N2CCOCC2)cc1	20	11	1	-34
Cc1ccnc(NC(=O)C2CCC(CNc3c(N4CCCC4)c(=O)c3=O)CC2)c1 (configuration not stated)	9	3	1	-24
c1ccc(N2CCOCC2)c(Nc2nc3ccccc3n3cnnc23)c1	8	?	1.4	?
O=C(CN1CCN(c2cccc(Cl)c2)CC1)N1CCCC1	14	4	1.1	-10
C=CCSc1nc2nc(C)cc(C)n2n1	7	-1	1.1	0

3 entries already listed, ordered by SMILES length, lowest first:
SMILES	Prostate diff	VLA-4 agonist	Jurkat autofluor	VLA-4 antagonist
COC(=O)c1sc2ccccc2c1N	4	?	1.3	?
COc1ccc(C(=O)N(CN2CCCC2=O)c2nccs2)cc1OC	9	0	1	-23
Cc1ccnc(NC(=O)C2CCC(CNc3c(N4CCCC4)c(=O)c3=O)CC2)c1 (configuration not stated)	9	3	1	-24

(list continues)
SMILES	Prostate diff	VLA-4 agonist	Jurkat autofluor	VLA-4 antagonist
O=C(NCc1cccnc1)NC1(C(F)(F)F)Oc2ccccc2O1	3	3	0.92	3
COCCn1cc(C(=O)N2CCN(C)CC2)c2c3ccccc3n(C)c2c1=O	8	2	1	-13
Cc1cc(C)cc(-n2nnc(C(=O)NCc3ccc4c(c3)OCO4)c2N)c1	7	17	1.4	-16
COC(=O)c1ccccc1NC(=O)CSc1nc(N)cc(N)n1	3	10	0.97	0
COc1ccc(N2CCN(Cc3nc4c(c(=O)[nH]c(=O)n4C)n3CC(C)=O)CC2)cc1	9	-5	0.98	24
NC(=O)C1CCN(C(=O)c2cc3n(n2)C(C(F)(F)F)CC(c2ccco2)N3)CC1 (configuration not stated)	6	-2	1	2
O=C(CN1CCN(Cc2ccccc2Cl)C1=O)NC1CCCCCCC1	0	-6	1.1	1
CCOc1ccc(N(CC(=O)NCc2cccs2)S(=O)(=O)c2c(C)noc2C)cc1	9	2	0.99	4
Nn1c(SCC(=O)Nc2ccc3c(c2)OCO3)nnc1C1CC1	6	5	1.1	-2
CC1(C)Cc2cccc(OCC(=O)O)c2O1	11	7	1.1	-14
CC(=O)Nc1ccc(S(=O)(=O)N2CCN(c3cccc(C)c3C)CC2)cc1	10	13	0.97	-26
Cc1cccc2sc(NC(=O)CNS(=O)(=O)c3ccc(Br)s3)nc12	11	-1	1.2	6
CCOc1ccc(S(=O)(=O)n2ccc(C)n2)c2ccccc12	4	-10	1.1	-11
CC1(C)CC(=O)C(C=NCc2ccc3c(c2)OCO3)=C(O)C1	6	-2	0.95	-11
CCCN1Cc2cccc(C(=O)Nc3ccc(OC)c(OC)c3)c2C1=O	12	4	1	6
CC(C)(C)c1nc(CN2CCOCC2)ccc1O	2	0	0.98	-26
CCOC(=O)N1CCN(C(=O)c2cnn3ccccc23)CC1	12	1	1	-6
CCOC(=O)c1ccc(N=Cc2nc(-c3ccccc3)oc2OC(C)=O)cc1	9	16	1.2	-28
COc1ccccc1-c1cc2nc(C)c(CCC(=O)NCc3ccco3)c(C)n2n1	6	-2	1	2
Cn1c(=O)cc(OCC(=O)N2CCC(N3CCCCC3)CC2)c2ccccc21	14	1	1	0
O=C(c1ccc(CS(=O)(=O)c2c(Cl)cccc2Cl)o1)N1CCCC1	4	4	0.98	-18
Cc1ccnc(NS(=O)(=O)c2ccc(NC(=O)C3CCCCC3C(=O)O)cc2)n1 (configuration not stated)	3	4	0.99	11
CCOc1ccccc1C1CC(c2ccc(Cl)cc2)Nc2nc(N)nn21 (configuration not stated)	2	6	1.1	0
CCc1cccc(NC(=O)C2CCCN(S(=O)(=O)c3c(C)[nH]c(=O)[nH]c3=O)C2)c1 (configuration not stated)	4	-4	1	6
O=C(Nc1cccc(Cl)c1)c1ccc2c(=O)n3c(nc2c1)CCCCC3	17	?	1.2	?

Carrying on.
SMILES	Prostate diff	VLA-4 agonist	Jurkat autofluor	VLA-4 antagonist
COCCN1Cc2cccc(C(=O)NCc3cccnc3)c2C1=O	1	-2	1	-7
COc1cc2c(cc1OC)C(C(=O)N1CCCC1)C(c1ccccc1F)N(C)C2=O (configuration not stated)	3	-5	1.1	-20
COc1ccc(-n2nnc3c(=O)n(Cc4ccccc4C)cnc32)cc1	11	-5	1.1	-11
CCN(CC)CCNC(=O)c1cc2c(=O)n(C)c3ccccc3c2n1C	18	3	0.95	4
O=C(c1cc(-c2ccc3c(c2)OCO3)on1)N1CCN(c2ccccc2)CC1	8	0	1	-8
CCOc1ccc(-c2noc(-c3ccncc3)n2)cc1OCC	9	9	0.97	-40
Cn1c(=O)n(CCN2CCOCC2)c(=O)c2c1nc1n2CCN1c1ccccc1	11	?	1.9	?
O=C(NC1CCCC1)c1ccc(S(=O)(=O)N2CCCC2)cc1	6	-3	1	-5
O=C(NC1CCCC1)C(c1ccc(Cl)cc1)N1CCOCC1 (configuration not stated)	3	6	1.1	6
O=C(O)COc1ccc(Oc2ccccc2)cc1	6	2	1.1	-12
CCOC(=O)N1CCC(NC(=O)c2ccc3c(c2)ncn3C2CCCC2)CC1	5	0	1.1	7
COc1cc(C2=NOC(C(=O)Nc3ccc(C)cc3)C2)cc(OC)c1OC (configuration not stated)	8	-1	1.1	13
CCS(=O)(=O)NCc1cn2ccsc2n1	3	1	1	-15
O=C(Cn1nc(-c2ccccc2)ccc1=O)N1CCOCC1	13	6	1	-12
CC(C)CCNC(=O)Cc1c(C(=O)O)[nH]c2ccc(Cl)cc12	11	1	1	-14
Cc1cc(N2CCN(C(=O)c3ccco3)CC2)n2nc(C)nc2n1	3	?	0.99	?
O=C(CSc1nc2c(cnn2-c2ccccc2)c(=O)[nH]1)c1ccc(Cl)cc1	11	?	1.1	?
O=C(Cn1nnc(-c2cccs2)n1)OC1CCCCC1	5	4	1.1	-3
O=C1CC(Cc2ccccc2)C(=O)N1CCc1ccc2c(c1)OCO2 (configuration not stated)	11	2	0.97	0
Cc1cc(NC(=O)CSc2nc3c(c(=O)n2-c2ccc(Cl)cc2)SCC3)no1	4	-1	1	-11
COc1cccc(C(=O)Nc2c(C(N)=O)oc3ccccc23)c1	1	-1	1	-5
Cc1ccc(-c2noc(CCC(=O)Nc3ccc4c(c3)OCO4)n2)cc1	7	-8	1.1	7
COc1ccc(Cl)cc1N1CC(c2nc3ccccc3[nH]2)CC1=O (configuration not stated)	2	4	0.99	-3
O=S(=O)(c1ccc(OCC(O)CN2CCC(Cc3ccccc3)CC2)cc1)N1CCOCC1 (configuration not stated)	15	0	1.1	-8
COc1ccc(Br)cc1C1CC(=O)N2CN(Cc3ccccc3)CSC2=C1C#N (configuration not stated)	4	?	1.3	?

Other records
SMILES	Prostate diff	VLA-4 agonist	Jurkat autofluor	VLA-4 antagonist
COc1cc(C(=O)NCCC(=O)NCCCN2CCCCC2C)cc(OC)c1OC (configuration not stated)	2	-2	1	-34
Cc1cc(C)c2c(CC(=O)NCc3ccco3)coc2c1	8	4	1	-26
CCOC(=O)c1[nH]c(C)c(C(=O)Nc2ccc(C)c(C)c2)c1C	14	-3	0.98	-9
COc1nc(N(C#N)CC(N)=O)nc(N2CCCC2)n1	11	0	1.1	-14
CC(C)(C)NC(=O)CSc1nnnn1C(C)(C)C	3	-3	1	-4
COc1ccc(Cl)cc1N1CCN(CCNC(=O)Nc2ccccc2C)CC1	45*	-11	0.97	6
CCOc1ccc(C2C(C(=O)OC)=CN(CCOC)C=C2C(=O)OC)cc1	4	2	1.1	-10
Cc1oc(-c2cccc(Cl)c2)nc1CN1CCC(C(=O)N2CCN(c3ccccn3)CC2)CC1	24	?	1.3	?
CCCCN(CCCNC(=O)C1CCCN(S(=O)(=O)CC)C1)Cc1ccccc1 (configuration not stated)	7	1	0.97	-1
CC(=O)c1ccc(OCC(O)CN2CCCC(C)C2)cc1 (configuration not stated)	4	-1	1.1	2
Cc1nc2c(nnn2Cc2ccccc2)c(=O)n1-c1ccccc1	2	?	1.1	?
CCOC(=O)C(C)NC(=O)C(NC(=O)C1CCC(CC)CC1)C(C)C (configuration not stated)	4	?	1.1	?
CCOC(=O)c1cccc(NC(=O)CCc2c(C)nc3ncnn3c2C)c1	4	-8	1.1	10
Cc1ccccc1NCc1ccccc1O	8	3	0.98	-1
Cc1cccc(N2CCN(C(=O)C3CCN(S(=O)(=O)c4cccc5cccnc45)CC3)CC2C)c1 (configuration not stated)	6	?	1.3	?
CC(NC(=O)C1CCN(c2nnc(-n3cccc3)s2)CC1)C12CC3CC(CC(C3)C1)C2 (configuration not stated)	9	-4	1	21
O=C(Nc1cccc(NC(=O)c2ccc(Br)o2)n1)c1ccc(Br)o1	3	?	1.3	?
O=C1CCC(=O)N1OCCCOc1ccc(Br)cc1Cl	3	2	0.97	-9
Cc1c(C(=O)NCCCN2CCOCC2)sc2ncnc(N3CCN(c4ccccc4)CC3)c12	5	3	1.1	1
CC(=O)N1c2ccccc2C(=O)OC1c1cccnc1 (configuration not stated)	18	3	1.1	8
O=C(Cn1c(=O)n(Cc2ccco2)c(=O)c2ccccc21)NCC1CCCO1 (configuration not stated)	3	2	1	-8
O=C(Cn1cccc1)Nc1ccc(OC(F)(F)F)cc1	4	1	1	-40
COc1ccc2[nH]c(=O)c(CN(C(=O)c3cccnc3)c3ccccc3OC)cc2c1	8	1	1.1	-4
CCOC(=O)C1CCN(C(=O)Cc2c(C(=O)O)n(CC)c3ccccc23)CC1	6	4	1.1	39
CC(=O)NCCc1ccc(S(=O)(=O)NC2OC(=O)c3ccccc32)cc1 (configuration not stated)	5	0	1	-7

(cont.)
SMILES	Prostate diff	VLA-4 agonist	Jurkat autofluor	VLA-4 antagonist
O=C(NCC12CC3CC(C1)CC(CNC(=O)N1CCCC1)(C3)C2)N1CCCC1	14	-2	1	-2
COC(=O)Cn1c(CN2CCOCC2)nc2c1c(=O)n(C)c(=O)n2C	10	-1	1	-12
COC(=O)c1ccccc1NC(=O)C1CC(=O)N(c2ccc(F)cc2)C1 (configuration not stated)	8	-5	0.99	-8
O=C(Cn1cnc2ccccc2c1=O)NCCC(=O)N1CCN(c2ccccc2)CC1	1	0	0.92	-18
COc1ccc(OC)c(CNC(=O)CCN2C(=O)COc3ccccc32)c1	3	7	1	-19
Cc1cnc(NC(=O)C2=C(O)c3ccccc3S(=O)(=O)N2C)s1	7	-3	1	-11
COc1ccc(NC(=O)CSc2nnc(Cn3c(=O)sc4ccccc43)n2C)cc1OC	3	4	1	-12

Compound profiles (already shown). Values in the order: Prostate diff | VLA-4 agonist | Jurkat autofluor | VLA-4 antagonist
`O=C(NCC12CC3CC(C1)CC(CNC(=O)N1CCCC1)(C3)C2)N1CCCC1` as listed: 14 | -2 | 1 | -2
`COC(=O)c1ccccc1NC(=O)C1CC(=O)N(c2ccc(F)cc2)C1` (configuration not stated) as listed: 8 | -5 | 0.99 | -8
`COc1ccc(OC)c(CNC(=O)CCN2C(=O)COc3ccccc32)c1` as listed: 3 | 7 | 1 | -19
`COC(=O)Cn1c(CN2CCOCC2)nc2c1c(=O)n(C)c(=O)n2C` as listed: 10 | -1 | 1 | -12
`COc1ccc(NC(=O)CSc2nnc(Cn3c(=O)sc4ccccc43)n2C)cc1OC` as listed: 3 | 4 | 1 | -12
